# SUMO1-SIM PPI: modulators of human SUMO1-mediated protein-protein interactions; SUMO1 binding to a labelled peptide, TR-FRET, 1 h; inhibition, % at 20 µM; 360,000 tested, 0.33% active; P63165; in the data active = inhibition above about 37%
# Target sequence (P63165 whole entry, looked up): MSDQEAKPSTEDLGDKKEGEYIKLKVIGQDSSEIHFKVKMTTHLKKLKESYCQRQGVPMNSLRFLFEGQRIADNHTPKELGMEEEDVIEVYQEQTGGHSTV
# eLon inh: inhibits E. coli Lon protease; P0A9M0; purified E. coli Lon protease, fluorescence polarization; inhibition, % at 7.94 µM; 360,000 tested, 0.42% active; AID 602123; in the data active = inhibition above about 13%, passing the limit was not always enough;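 note: 0% = enzyme with probe and DMSO and 100% = no enzyme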
# bovine MsrA act: activators of bovine methionine sulfoxide reductase A | purified bovine MsrA, absorbance read-out | activation, % at 10.6 µM | 360,000 tested, 0.3% active; in the data active = activation above about 7.5%;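 note: 0% = vehicle and 100% = reference activator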
# LMPTP block: LMPTP (human) inhibition. P24666. recombinant LMPTP-A, OMFP fluorogenic substrate, fluorescence intensity. inhibition, % at 20 µM. 360,000 tested, 0.22% active;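 active = compounds that cut the enzyme signal by at least half of the control window in the single-dose screen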;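 note: plate controls were DMSO wells with enzyme plus substrate for no effect and substrate without enzyme for full effect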
# Target sequence (P24666 whole entry, looked up): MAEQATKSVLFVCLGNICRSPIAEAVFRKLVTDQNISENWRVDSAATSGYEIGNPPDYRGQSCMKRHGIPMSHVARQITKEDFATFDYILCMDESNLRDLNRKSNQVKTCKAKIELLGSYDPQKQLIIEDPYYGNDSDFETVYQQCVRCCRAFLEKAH
#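 Assay system: LMPTP-A enzyme. Input: 0.625 nM LMPTP-A final. Probe or stimulus: 400 µM OMFP. Compound dosing: single 20 µM dose. Schedule: 50 min dark incubation at room temperature. Detection: fluorescence intensity of OMFP turnover product. Read-out: percent inhibition versus substrate-only and uninhibited controls. Benchmarks: no-enzyme low control, uninhibited high control.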
# DNMT1 inh: inhibitors of human DNMT1. P26358. DNMT1 molecular beacon, Hinp1I cleavage, fluorescence. inhibition (reported as % activation of signal), % at 10 µM. 360,000 tested, 0.83% active. AID 588458; in the data active = inhibition above about 50%
# TbMetRS inhib: blocks T. brucei methionyl-tRNA synthetase activity. 360,000 tested, 0.4% active. inhibition, % at 11.9 µM. purified T. brucei MetRS, ATP depletion, Kinase-Glo luminescence;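 active = inhibition above a per-plate cutoff of the control wells' mean inhibition plus 3 SD, cut at about 5.5% in these data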;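 note: 0% = DMSO wells median and 100% = median of wells with control inhibitor compound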
#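 Test system: purified T. brucei MetRS enzyme. Also added: ATP, methionine and E. coli bulk tRNA substrates. Compound: 11.9 µM single point. Schedule: 15 min enzyme-compound preincubation, 2 h reaction, 10 min detection, 25 °C. Signal: luciferase luminescence of residual ATP, Kinase-Glo. Evaluation: percent inhibition versus plate control medians. Controls: DMSO wells, low control.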
# NRP1-CendR mod: modulators of CendR peptide binding to human neuropilin-1; O14786; FAM-RPARPAR peptide binding to NRP-1, fluorescence polarization; inhibition, % at 25 µM; 360,000 tested, 0.85% active; AID 602438;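 active = inhibition or corrected inhibition above about 18%, plus a signal ratio from 0.5 to 1.5, limit read from the data, passing the limit was not always enough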; note: strong numbers were not always called active
# Scp-1 inhibitor: inhibitors of human Scp-1 phosphatase. AID 493091. Recombinant Scp1, phosphopeptide, malachite green phosphate absorbance. 340,000 tested, 0.88% active. inhibition, % at 20 µM. Q9GZU7;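 active = inhibition above about 50% at 20 µM, limit read from the data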;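 note: plate controls were DMSO wells with enzyme for no effect and wells lacking enzyme for full effect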
# Target sequence (Q9GZU7 76-261 limits assumed): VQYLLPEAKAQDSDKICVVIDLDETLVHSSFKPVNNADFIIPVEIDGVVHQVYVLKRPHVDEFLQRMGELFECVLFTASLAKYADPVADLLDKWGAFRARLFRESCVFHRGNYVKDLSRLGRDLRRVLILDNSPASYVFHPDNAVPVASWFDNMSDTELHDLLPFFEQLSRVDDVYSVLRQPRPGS
#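 Test system: SCP-1 phosphatase catalytic domain, residues 76-261; measured by: colorimetric phosphate reagent with accelerator and stabiliser, absorbance at 630 nm; timing: enzyme reaction 45 min at room temperature, colour 5 min, stabilisation 30 min; also added: Phosphorylated 17-residue peptide substrate; compound dosing: one concentration, 20 µM, with 1.0% DMSO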
# STEP inh: STEP (human) phosphatase inhibition; 360,000 tested, 0.25% active; inhibition, % at 20 µM; AID 588621; recombinant STEP, OMFP fluorogenic substrate, fluorescence;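 active = inhibition at 20 µM, scaled per plate between control wells, above about 37%, limit read from the data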;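 note: 0% = DMSO with enzyme and substrate and 100% = substrate only without enzyme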
# Target sequence (P54829 whole entry, looked up): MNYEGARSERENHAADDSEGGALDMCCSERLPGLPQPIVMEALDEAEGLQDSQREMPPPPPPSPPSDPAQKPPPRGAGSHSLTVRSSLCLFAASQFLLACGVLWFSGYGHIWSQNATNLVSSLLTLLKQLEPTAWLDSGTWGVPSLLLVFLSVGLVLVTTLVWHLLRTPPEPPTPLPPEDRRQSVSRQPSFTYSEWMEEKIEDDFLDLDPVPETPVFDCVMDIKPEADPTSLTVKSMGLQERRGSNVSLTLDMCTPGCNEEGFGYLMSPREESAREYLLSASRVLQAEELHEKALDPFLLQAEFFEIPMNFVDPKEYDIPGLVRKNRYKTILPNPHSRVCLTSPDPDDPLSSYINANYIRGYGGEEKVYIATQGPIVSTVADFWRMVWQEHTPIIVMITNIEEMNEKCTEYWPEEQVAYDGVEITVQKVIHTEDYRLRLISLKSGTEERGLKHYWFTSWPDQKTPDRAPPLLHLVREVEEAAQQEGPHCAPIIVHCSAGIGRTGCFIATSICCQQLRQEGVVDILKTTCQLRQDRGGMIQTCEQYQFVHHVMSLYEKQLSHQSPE
#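 material = STEP tyrosine phosphatase | reagent = fluorogenic phosphatase substrate OMFP at 25 µM final | doses = single compound dose of 20 µM, 1% DMSO final | schedule = 20 min reaction, room temperature, in the dark | measured by = fluorescence, 480/540 nm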
# MsrA inh: inhibitors of bovine MsrA. purified bovine MsrA, absorbance read-out. inhibition, % at 15.5 µM. 360,000 tested, 0.75% active; in the data active = inhibition above about 4.5%;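 note: 0% = vehicle wells with enzyme and 100% = reference inhibitor wells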
# Numbers without * were called inactive; . = not tested or not shown. Random draw from the library. About 4.3% of those tested had a hit in this group.
(1) Cc1ccc(S(=O)(=O)N(C)C)cc1NC(=O)C1Cc2ccccc2CN1C(=O)c1ccco1 (stereo not drawn)
(2) O=C(O)CC(c1cccc(O)c1)N1Cc2ccccc2C1=O (stereo not drawn)
(3) COc1ccc2sc3c(=O)[nH]c4ccccc4c3c2c1
(4) CC(=O)c1ccccc1NS(=O)(=O)c1ccccc1Cl
(5) COc1cccc(N=Cc2ccc(O)cc2O)c1
(6) O=C(NC(=S)Nc1ccccc1)c1cc(-c2ccccc2)nc2ccccc12
(7) Cc1ccccc1NC(=O)c1c(C)nn(-c2ccccc2)c1Cl
(8) Cc1ccnc(NS(=O)(=O)c2ccc(NC(=O)c3ccc([N+](=O)[O-])s3)cc2)n1
(9) Cc1ccc(-n2nc3c(c2NC(=O)CC(C)C)CS(=O)C3)cc1 (stereo not drawn)
(10) O=C1c2ccccc2C(=O)C1(CO)c1ccccc1

screen / no.	1	2	3	4	5	6	7	8	9	10
SUMO1-SIM PPI	7	1	7	1	5	-1	-2	-8	-2	-18
eLon inh	9	-5	-10	-3	3	2	9	8	-1	3
bovine MsrA act	-11	7	-4	2	-4	-3	-7	-2	-1	0
LMPTP block	0.3	0.2	1.3	1.6	0.3	3.0	-0.8	0.0	-0.6	-1.4
DNMT1 inh	0	-4	58*	1	-23	0	10	1	-6	0
TbMetRS inhib	-1.3	-0.3	-1.5	-0.1	-0.3	0.6	-1.3	0.1	-0.5	-0.3
NRP1-CendR mod	-1	-2	12	14	-72	6	11	-18	5	-10
Scp-1 inhibitor	14	-14	-5	-11	9	3	-2	-3	-5	-5
STEP inh	0	1	3	2	-11	2	1	-1	1	-2
MsrA inh	-0.5	-0.3	-0.1	-0.3	0.9	1.6	-0.7	3.4	-1.8	-0.8

(11) NC(=O)C1CCN(S(=O)(=O)c2cccc(C(=O)O)c2)CC1
(12) Cc1cc(OCC(O)CN2CCCC2)ccc1C(C)C (stereo not drawn)
(13) CS(=O)(=O)N1CCN=C1SCc1cccc(F)c1
(14) COc1ccccc1-n1c(C)nc2cc(C(=O)NCC3CCCO3)ccc21 (stereo not drawn)
(15) CN(C)C(=O)CCc1ccc2c3c([nH]c2c1)[C@]1(CCC2CCCC2)[C@@H](C(=O)N2CCOCC2)C[C@H](CC(=O)NCCc2ccccn2)C(=O)N1CC3
(16) COc1ccc(C(=O)N2CCNC(=O)C2CC(=O)Nc2cc(Cl)ccc2OC)cc1 (stereo not drawn)
(17) O=C(NC1CCS(=O)(=O)C1)c1cn(-c2ccccc2)nc1-c1ccccc1 (stereo not drawn)
(18) COc1ccccc1CNC(=O)C1CCN(S(=O)(=O)c2ccc3c(c2)OCCCO3)CC1
(19) COC(=O)CC1NCCNC1=O (stereo not drawn)
(20) Cc1ccc(/C(O)=C2/C(=O)C(=O)N(c3ccccn3)C2c2ccc([N+](=O)[O-])cc2)cc1 (stereo not drawn)

screen / no.	11	12	13	14	15	16	17	18	19	20
SUMO1-SIM PPI	4	1	5	5	-5	1	-1	-4	4	-14
eLon inh	-9	-6	-5	-10	-1	-2	-2	-115	-3	7
bovine MsrA act	0	-4	-2	-5	0	-1	-4	-2	-4	-2
LMPTP block	-0.9	-1.5	-1.3	-1.0	-9.6	-1.3	0.9	-0.3	-1.3	2.4
DNMT1 inh	8	1	0	2	-3	-1	2	0	1	3
TbMetRS inhib	-0.2	-0.6	-0.3	-0.7	-0.1	0.3	5.0	0.1	-1.3	-0.9
NRP1-CendR mod	3	-6	6	0	-7	8	3	1	1	4
Scp-1 inhibitor	3	-2	-2	1	4	-8	-8	-8	-7	-4
STEP inh	2	-3	-2	0	-2	-1	-2	0	1	5
MsrA inh	-0.6	-0.1	-0.9	1.8	0.5	-0.4	0.5	0.5	-0.5	2.2

# Some of these compounds in order of their number in Scp-1 inhibitor, highest first:
(6) O=C(NC(=S)Nc1ccccc1)c1cc(-c2ccccc2)nc2ccccc12
(13) CS(=O)(=O)N1CCN=C1SCc1cccc(F)c1
(8) Cc1ccnc(NS(=O)(=O)c2ccc(NC(=O)c3ccc([N+](=O)[O-])s3)cc2)n1

screen / no.	6	13	8
SUMO1-SIM PPI	-1	5	-8
eLon inh	2	-5	8
bovine MsrA act	-3	-2	-2
LMPTP block	3.0	-1.3	0.0
DNMT1 inh	0	0	1
TbMetRS inhib	0.6	-0.3	0.1
NRP1-CendR mod	6	6	-18
Scp-1 inhibitor	3	-2	-3
STEP inh	2	-2	-1
MsrA inh	1.6	-0.9	3.4

# Retrieved by structure from the entries so far:
(14) COc1ccccc1-n1c(C)nc2cc(C(=O)NCC3CCCO3)ccc21 (stereo not drawn)
(18) COc1ccccc1CNC(=O)C1CCN(S(=O)(=O)c2ccc3c(c2)OCCCO3)CC1

screen / no.	14	18
SUMO1-SIM PPI	5	-4
eLon inh	-10	-115
bovine MsrA act	-5	-2
LMPTP block	-1.0	-0.3
DNMT1 inh	2	0
TbMetRS inhib	-0.7	0.1
NRP1-CendR mod	0	1
Scp-1 inhibitor	1	-8
STEP inh	0	0
MsrA inh	1.8	0.5

# Carrying on:
(21) COc1ccccc1CCC(=O)OCC(=O)Nc1cc(S(=O)(=O)N2CCOCC2)ccc1C
(22) Cc1ccc(-c2cc(-c3ccccc3)nc(NN)n2)cc1
(23) O=C(NCCc1c[nH]c2ccccc12)C(=O)NCC1OCCN1S(=O)(=O)c1ccc(F)cc1 (stereo not drawn)
(24) CCCc1n[nH]c2c1C(=O)C(C(=O)OC)C(C)(C)C2 (stereo not drawn)
(25) COc1ccc(C(=O)Oc2coc(CSc3nnc(NC(=O)c4cccs4)s3)cc2=O)cc1
(26) CC1=C(C(=O)N2CCOCC2)CC(CC(=O)NCCN2CCOCC2)C(=O)N1CCC1=CCCCC1 (stereo not drawn)
(27) COC(=O)c1ccc(-n2c(C)cc(C(=O)COC(=O)CNS(=O)(=O)c3ccc(C)cc3)c2C)cc1
(28) COc1cccc(-c2cc(C(=O)Nc3cc(C)on3)no2)c1
(29) CC(=O)Nc1ccc2c(COC(=O)[C@H](C)N3C(=O)C4CCCCC4C3=O)cc(=O)oc2c1 (stereo partly drawn)
(30) Cc1ccc(S(=O)(=O)N2CCOCC2)cc1NC(=O)COC(=O)CCc1c[nH]c2ccccc12

screen / no.	21	22	23	24	25	26	27	28	29	30
SUMO1-SIM PPI	-1	-2	4	-2	9	0	0	1	-18	-1
eLon inh	5	0	-8	-4	-8	4	-6	3	3	-8
bovine MsrA act	-2	-3	0	0	-10	0	-3	0	-5	-7
LMPTP block	0.6	5.1	-0.7	-0.9	-0.3	-2.2	4.8	10	-1.3	1.9
DNMT1 inh	-1	-4	-22	-7	36	5	-12	6	6	-5
TbMetRS inhib	-0.5	-0.9	-0.5	-0.5	-1.2	-1.1	0.1	-0.8	-0.4	-0.3
NRP1-CendR mod	2	6	2	-2	5	0	-5	-2	5	-7
Scp-1 inhibitor	-3	3	-4	0	15	.	-14	25	11	3
STEP inh	3	6	0	-2	1	-2	-2	2	1	0
MsrA inh	-0.1	-0.1	-0.1	1.0	-0.1	0.5	-0.3	-1.8	2.0	-1.7

(31) CSC1=NCCN1C(=O)c1ccc(S(=O)(=O)N2CCCCC2)cc1
(32) COc1ccc2nc(Nc3nc4cc5c(cc4s3)OCCO5)sc2c1
(33) O=c1[nH]c2c(n(C3CCCCC3)c1=O)CCC2
(34) COC(=O)c1[nH]c2cc(OC)ccc2c1NC(=O)CCN1CCCCC1
(35) CC(C)n1c(-c2cccs2)nc2ccccc21
(36) CC(C)(C)SCCNS(=O)(=O)c1ccc2ccccc2c1
(37) COC(=O)[C@@H]1C[C@@H](C(=O)O)[C@H](C)C1(C)C
(38) COc1ccc(OC)c(-c2csc(N(Cc3ccco3)C(=O)c3ccco3)n2)c1
(39) O=C(Nc1ccc(Cl)c(S(=O)(=O)N2CCCCC2)c1)c1ccco1
(40) O=C(COc1ccc2ccc(=O)oc2c1)Nc1ccc(CCO)cc1

screen / no.	31	32	33	34	35	36	37	38	39	40
SUMO1-SIM PPI	-3	2	-1	-7	-4	-2	-2	-3	10	2
eLon inh	-7	6	-5	-7	3	3	-12	-3	8	9
bovine MsrA act	0	-6	1	-5	-3	0	-2	2	-3	-2
LMPTP block	0.9	1.7	1.1	-0.7	0.1	0.2	-1.0	3.2	-0.3	-1.3
DNMT1 inh	-6	-24	-1	0	0	2	8	1	-5	-1
TbMetRS inhib	-0.7	-0.3	-0.1	-0.6	-1.3	0.5	0.0	-0.6	-0.3	0.6
NRP1-CendR mod	-11	-6	5	-11	-4	-17	2	18	9	15
Scp-1 inhibitor	0	0	-3	-5	0	-8	-7	3	-5	-9
STEP inh	0	-1	1	0	-2	-3	0	-4	-1	0
MsrA inh	0.8	0.8	-0.6	0.9	-0.1	0.2	0.8	3.0	-0.7	2.4

(41) COCCSc1nnc(NC(=O)c2ccc([N+](=O)[O-])cc2)s1
(42) CC(C)c1ccccc1-n1c(-c2cccnc2)n[nH]c1=S
(43) O=C(NC(=S)Nn1cnc2c(cnn2-c2ccccc2)c1=O)c1ccc(Cl)cc1
(44) Cc1ccc(/C=C/C(=O)OCC(=O)NC(=O)NCc2ccco2)cc1
(45) Cc1ccc(C(C(=O)NCc2ccccc2)N(C(=O)c2csnn2)c2cccc3ccccc23)o1 (stereo not drawn)
(46) Cc1ccc(CSc2nc3ccccc3c(=O)[nH]2)cc1
(47) O=C(C[n+]1cccc2ccccc21)c1ccc(Br)cc1
(48) C=C(Cl)COc1cc(C)cc2oc(=O)cc(CC)c12
(49) CN(CC(=O)Nc1ccccc1C(F)(F)F)C(=O)Cc1ccc(S(=O)(=O)N2CCOCC2)s1
(50) Cc1ccc(-c2noc(CCC(=O)NCc3ccccc3CN3CCOCC3)n2)cc1
(51) O=C(NCc1ccncc1)C1CCN(S(=O)(=O)Cc2ccccc2)CC1
(52) COc1ccc(CCC(=O)Nc2ccc(S(=O)(=O)Nc3nccc(C)n3)cc2)cc1

screen / no.	41	42	43	44	45	46	47	48	49	50	51	52
SUMO1-SIM PPI	-20	-2	10	-9	-6	-1	13	-3	5	1	1	4
eLon inh	0	-5	-5	-12	3	6	-11	-2	-7	-2	8	8
bovine MsrA act	-2	2	-2	1	0	-9	-4	-1	3	1	3	-4
LMPTP block	-0.3	-1.5	0.3	0.5	1.1	-0.2	1.2	2.9	-0.8	-0.2	0.2	4.4
DNMT1 inh	-6	0	-4	25	-11	0	10	4	3	-1	0	4
TbMetRS inhib	-0.6	0.1	1.9	-0.1	-0.1	-0.1	1.3	0.0	-0.3	-0.3	-0.4	0.0
NRP1-CendR mod	4	7	-12	7	1	9	-30	7	-6	-2	-5	-9
Scp-1 inhibitor	-6	-9	-8	13	19	0	9	-2	-3	-2	5	-1
STEP inh	2	-1	1	-3	0	-1	-11	5	3	-4	4	-2
MsrA inh	-0.2	0.0	-1.6	-0.2	0.0	0.4	-0.3	-0.2	-0.8	0.2	-0.7	-0.6

# Assay outcomes: PubChem, several laboratories
